Screening results (PubChem)
MmCpn inh – inhibitors of Methanococcus maripaludis chaperonin (MmCpn) | purified Mm-Cpn ATPase, ADP Transcreener TR-FRET | 330,000 compounds, 0.031% hits | Potency, µM (doses to about 76.9 µM), without a hit: top-dose activity, negative = inhibition, actives largely listed as inhibitors; active means well fitted inhibition curve with a large enough effect; inconclusive means small, poorly fitted or top-dose-only effect; further: nearly all actives have a fitted effect of over 80% in size
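Measured: ADP formation by purified Mm-CPN. Conditions: 25 nM protein, 10 uM ATP, Tris pH 7.4 with Mg2+, K+ and DTT, 37°C for 30 min. Detection: Transcreener HTRF after 30 min at room temperature.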
* = called active by the depositor; u = inconclusive; [ ] = dose if it differs, or a comment. On the % scale 0 is the no-effect control and ±100 the full control effect; potency means the concentration at half of the fitted maximal effect.

No.	molecule	MmCpn inh
1	Cc1ccccc1NC(=O)c1nc2nccc(C)n2n1	-2%
2	Nc1c(S(=O)(=O)c2cccs2)c2nc3ccccc3nc2n1CCc1ccccc1	-4%
3	CN(C)CCNCCCOc1ccccc1-c1ccccc1	-1%
4	COc1ccc([C@]23Cc4cc(C#N)ccc4C(O2)c2c(c4ccc(OC)cc4oc2=O)O3)cc1	0%[15.4 µM]
5	COc1cccc(-c2ccc3ncnc(NCc4cccc(F)c4)c3c2)c1	-4%
6	CNC(=O)c1cc2c(ccc3ccccc32)oc1=N	-6%
7	C#CCOCCOCCOCCNc1nc(N2CCN(C(=O)[C@H](CCC(=O)O)n3cc(C(N)Cc4ccc(O)cc4)nn3)CC2)nc(N2CCN(C(=O)[C@H](CCCCN)n3cc(C(N)[C@H](C)CC)nn3)CC2)n1 (stereo not given in full)	0%
8	COCCNC(=O)c1cc(Sc2nnc(C)s2)nc2ccccc12	0%
9	Cc1cccc2cc(CN(Cc3ccco3)C(=O)N3CCCC3)c(=O)[nH]c12	0%
10	COc1ccc(N(C)C(=S)Oc2ccc(C(=O)Nc3ccccc3)cc2)cc1	-1%
11	CC(=O)c1ccccc1NC(=O)CSc1nnc2ccccn12	-8%
12	Cc1ccc(S(=O)(=O)N2CCN(c3nc(C)nc4sc5c(c34)CCC(C)C5)CC2)cc1 (stereo not given)	-1%
13	O=C(Cn1nc(C(=O)O)c2ccccc2c1=O)Nc1ccc2c(c1)C(=O)c1ccccc1C2=O	-30%
14	COc1cc2c(cc1OC)C1O[C@](c3ccsc3)(C2)OC2=C1C(=O)CC(C)(C)C2	-10%[15.4 µM]
15	CC1CCN(c2nc3ccccc3nc2C(C#N)C(=O)NC2CCCCC2)CC1 (stereo not given)	0%
16	O=C1OCC2OC(O)C(O)C(O)C2OC(=O)c2cc(O)c(O)c(O)c2-c2c(O)c(O)c3oc(=O)c4c(c(O)c(O)c5oc(=O)c2c3c54)-c2c1cc(O)c(O)c2O (stereo not given)	-17%
17	C/C(=C/CCC(C)C1CCC2(C)C3CCC4C(C)(C)C(=O)CCC4(C)C3=CCC12C)C(=O)O (stereo not given)	1%
18	COc1ccccc1N1CCN(C(=O)Cn2nc3n(C)c4ccccc4n3c(=O)c2=O)CC1	2%
19	O=C(NCc1ccco1)c1ccc2c(=O)n(-c3ccccc3)c(=O)n(Cc3cccc(F)c3)c2c1	-10%
20	Cn1c(=O)c2c(nc(N3CCOCC3)n2CC(=O)c2ccccc2)n(C)c1=O	2%
21	CCn1ncc(CNC(=O)c2cccc([N+](=O)[O-])c2)c1C	0%
22	CCN(CC)CCNc1ncnc2c1[nH]c1ccc(OC)cc12	3%
23	Clc1ccc(-c2nn3c(-c4ccncc4)nnc3s2)c(Cl)c1	1%
24	CNC[C@H](Cc1cccc2ccccc12)NC[C@H](CCSC)NCC1CCC(C(C)(C)C)CC1 (stereo not given in full)	-2%
25	COc1cc(C)c(CNc2ccc(OC)c(OC)c2)cc1C	1%
26	O=C(Cn1c2ccc(F)cc2c2nc3n(c(=O)c21)CCS3)Nc1ccccc1F	-4%
27	CCN(CC)CCN(C(=O)c1ccc(N2C(=O)CCC2=O)cc1)c1nc2cc3c(cc2s1)OCO3	1%
28	C#CCOCCOCCOCCNc1nc(N2CCN(C(=O)CCCCCCCCCCNC(=O)[C@H](CO)n3cc(CCCSC)nn3)CC2)nc(N2CCN(C(=O)CCCCCCCCCCNC(=O)[C@@H]([C@H](C)O)n3cc(C)nn3)CC2)n1	2%
29	CCCCCCN(C(=O)CCCCCN1C(=O)NC(c2ccc(-c3ccccc3)cc2)C(C(=O)OCc2ccccc2)=C1C)C(C(=O)NCCCC)c1ccccc1 (stereo not given)	0%
30	CCOc1ccc(S(=O)(=O)n2ccnc2C)cc1	0%
31	CCCn1nnnc1SCC(=O)NNC(=O)C1CCCCC1	-1%
32	c1ccc(N(c2ccccc2)c2nc(N3CCOCC3)nc(N3CCOCC3)n2)cc1	1%
33	Cn1nc(OC(=O)Nc2ccccc2)cc1C(F)(F)F	-3%
34	O=C(NC(c1ccccc1)c1cc(Cl)c2cccnc2c1O)c1cccnc1 (stereo not given)	-4%
35	COC(=O)C1CCN(CC(=O)Nc2cc(Cl)ccc2OC)CC1	1%
36	Cc1nnc2sc(SCc3ccccc3)nn2c1=O	-3%
37	O=[N+]([O-])c1ccc(-c2ccc(/C=N/c3c(-c4ccco4)nc4ccccn34)o2)c(Cl)c1	2%
38	Cc1ccc2c(c1)c1ncnc(N3CCC4(CC3)OCCO4)c1n2C	-4%
39	CNC(=S)N(Cc1ccc(OC)cc1)C1CC(=O)N(c2ccc(C(=O)OC)cc2)C1=O (stereo not given)	-1%
40	COC(=O)c1ccccc1S(=O)(=O)N(Cc1cc2cc3c(cc2[nH]c1=O)OCO3)C1CCCCC1	-2%
41	O=C(NC(=S)NCc1ccco1)c1cccc(Cl)c1	-3%
42	O=C(Nc1ccccc1Cl)C1CC(=O)n2c(nc3ccccc32)N1 (stereo not given)	2%
43	NC(=O)C1CCN(c2nc(-c3cccc([N+](=O)[O-])c3)cs2)CC1	1%
44	Cc1cccc(N2CSC3=C(C#N)C(c4ccc(C)o4)CC(=O)N3C2)c1 (stereo not given)	-10%
45	CCn1cc(C(=O)NCc2ccc3c(c2)OCO3)c(=O)c2ccc(C)nc21	0%
46	O=c1[nH]c(=O)c2ncc(-c3ccc(Cl)cc3)nc2[nH]1	0%
47	CCc1ccc(C2NC(C(=O)O)CS2)cc1 (stereo not given)	2%
48	Cc1c(Cc2ccccc2)sc(N)c1C(N)=O	-3%
49	CC(=O)Nc1ccc(-c2csc(N3CCC(C(N)=O)CC3)n2)cc1	-3%
50	Cc1ccc(N=c2c([N+](=O)[O-])nn(-c3ccc4c(c3)OCCO4)n2O)c(Cl)c1	0%
51	O=C(CSc1nc2c(cnn2-c2ccc(F)cc2)c(=O)[nH]1)N1N=C(c2cccs2)CC1c1ccc(F)cc1 (stereo not given)	1%
52	Cc1nc2ccccc2c(=O)n1/N=C/c1ccc([N+](=O)[O-])o1	0%
53	COc1ccc(OCc2nnc(SCC(=O)c3c(N)n(C)c(=O)n(C)c3=O)n2-c2ccccc2F)cc1	2%
54	O=S(=O)(NC1CCN(S(=O)(=O)c2ccc3c(c2)OCCO3)CC1)c1c(F)cccc1F	1%
55	CC(C)Nc1ccc(Cl)cc1[N+](=O)[O-]	1%
56	CCOCC(=O)Nc1cc(Cl)c(OC)cc1OC	2%

Filtered by structure: those above containing a COOH group (4)
No.	molecule	MmCpn inh
7	C#CCOCCOCCOCCNc1nc(N2CCN(C(=O)[C@H](CCC(=O)O)n3cc(C(N)Cc4ccc(O)cc4)nn3)CC2)nc(N2CCN(C(=O)[C@H](CCCCN)n3cc(C(N)[C@H](C)CC)nn3)CC2)n1 (stereo not given in full)	0%
13	O=C(Cn1nc(C(=O)O)c2ccccc2c1=O)Nc1ccc2c(c1)C(=O)c1ccccc1C2=O	-30%
17	C/C(=C/CCC(C)C1CCC2(C)C3CCC4C(C)(C)C(=O)CCC4(C)C3=CCC12C)C(=O)O (stereo not given)	1%
47	CCc1ccc(C2NC(C(=O)O)CS2)cc1 (stereo not given)	2%

(next part)
No.	molecule	MmCpn inh
57	CCCCc1ccc(-c2nc(NC(=O)C3C4CCC(O4)C3C(=O)O)sc2C)cc1 (stereo not given)	-3%
58	O=c1oc2cc(OCc3ccc(F)cc3F)ccc2cc1-c1ccc2ccccc2n1	3%
59	CCn1c(SCC(=O)Nc2ccccc2C(=O)OC)nc2c1c(=O)n(C)c(=O)n2C	1%
60	Cc1ccc(/C=N/NC(=O)c2c(-c3ccccc3)noc2C)c(O)c1	0%
61	CC(C)(C)C#CC(CCc1ccccc1)OS(N)(=O)=O (stereo not given)	2%
62	COc1cccc(-n2c([S-])c(C(=O)Nc3ccc(C(F)(F)F)cc3)[n+]3ccccc23)c1	0%
63	Cc1ccc(NC(NC(=O)OCCn2c([N+](=O)[O-])cnc2C)C(Cl)(Cl)Cl)cc1 (stereo not given)	-1%
64	c1ccc(C2CCC(N3CCC(N4CCCCC4)CC3)CC2)cc1 (stereo not given)	2%
65	NC(=O)c1cc([N+](=O)[O-])ccc1NCCN1C(=O)c2ccccc2C1=O	-2%
66	O=C(CCc1ccc(S(=O)(=O)NCCc2ccccc2)cc1)N1CCN(Cc2ccc3c(c2)OCO3)CC1	0%
67	Cc1c(C(C)(C(=O)O)c2c(C)n(C)c3ccccc23)c2ccccc2n1C	-2%
68	Cc1ccc(OCc2nn3c(-c4n[nH]c5c4CCC5)nnc3s2)cc1	0%
69	CCCCCCN(C(=O)CCCCCN1C(=O)NC(c2cccc([N+](=O)[O-])c2)C(C(=O)OCc2ccccc2)=C1C)C(C(=O)NCCCC)c1ccc(OCC(=O)OC)c(C(=O)OC)c1 (stereo not given)	-1%
70	CCOC(=O)Cn1c(=O)c2c(nc3n2CCN3c2ccc(C)cc2)n(C)c1=O	1%
71	CCNC(=O)c1c(N)sc2c1CCCCC2	2%[15.4 µM]
72	CC1CCN(C(=O)C2CCN(CCCc3ccccc3)CC2)CC1	0%
73	CCOC(=O)c1cnc(SCC(=O)Nc2ccc(N3CCOCC3)cc2)nc1N	0%
74	Cc1ccc(C2=NN(CC(=O)NCc3cccnc3)C(=O)CC2)cc1	-3%
75	CCOC(=O)c1c(CNCc2ccccc2F)c2sc(C)cc2n1C	1%
76	O=C(CN1CCCN(S(=O)(=O)c2ccc(Br)cc2)CC1)Nc1ccc2c(c1)OCO2	-1%
77	CC1=CC(=Nc2c(C)n(C)n(-c3ccccc3)c2=O)C=CC1=O	-6%
78	Brc1cc2c(cc1/C=N/Nc1nc(N3CCCCC3)nc(N3CCCCC3)n1)OCO2	0%
79	Cc1nc(N)sc1C(=O)N/N=C/c1ccccc1[N+](=O)[O-]	-2%
80	OCCCc1nc2n(n1)C(c1cccs1)C=C(c1ccc(Br)cc1)N2 (stereo not given)	-3%
81	CCN1CCN(CCOCCOc2ccccc2-c2ccccc2)CC1	-5%
82	COc1ccc(CC(=O)NNC(=O)Cc2ccc(OC)cc2)cc1	-3%
83	CCCOc1ccc2oc(=O)c3c(c2c1)CCCN3C(=O)CN1CCN(C(=O)c2ccco2)CC1	-1%
84	O=C(NC1CCS(=O)(=O)C1)c1cccnc1 (stereo not given)	0%
85	N[C@@H](Cc1c[nH]c2ccccc12)C(=O)O	1%
86	CC1=C(C(=O)OCC2CCCCC2)C(c2cccc(O)c2)NC(=O)N1 (stereo not given)	1%
87	CCCn1c(SCC(=O)Nc2sc(C)c(C)c2C(=O)OC)nc2c1c(=O)n(C)c(=O)n2C	1%
88	CCn1c2ccccc2c2cc(NC(=O)Nc3ccc([N+](=O)[O-])cc3C)ccc21	1%
89	CC(=O)Oc1c(C)cc(O)c2ccccc12	0%
90	COc1cccc2[nH]c3c(N4CC(C)CC(C)C4)ncnc3c12 (stereo not given)	-5%
91	COc1cccc(CC(NC(C)=O)C(=O)NC2CCN(c3c4c(nc5ncnn35)CCC4)CC2)c1OC (stereo not given)	0%
92	CC1=C(C(=O)OCC2CCCO2)C(c2ccc(C)o2)C2=C(CC(c3ccc(N(C)C)cc3)CC2=O)N1 (stereo not given)	-3%
93	CSCc1nnc(NC(=O)c2ccc(S(=O)(=O)N(CC(C)C)CC(C)C)cc2)o1	0%
94	CSCCC(NC(=O)c1ccccc1)c1nc(-c2ccccc2)no1 (stereo not given)	1%
95	Cc1ccc(C(=O)NC(=S)N(C)C2CCCCC2)cc1Br	-3%
96	Cc1noc(C)c1S(=O)(=O)NCCCN1CCN(Cc2ccccc2)CC1	2%
97	CC(=O)OC[C@]12CC[C@H]3[C@@](C)(CC[C@H]4C(C)(C)CCC[C@]34C)[C@@H]1C[C@H](C1=CC(=O)O[C@H]1OC(C)=O)O2	1%
98	FC(F)(F)c1cc(C(F)(F)F)c2ccc(N/N=C/c3cccc(Cl)c3)nc2n1	-1%
99	Cc1ccc(S(=O)(=O)NN2C(=O)/C(=C/c3cccn3C)SC2=S)cc1	0%
100	CCC(=S)/C=C1\Sc2ccc3ccccc3c2N1CCCS(=O)(=O)O	-3%
101	C#CCOCCOCCOCCNc1nc(N2CCN(C(=O)[C@H](CCC(=O)O)n3cc(C(N)CO)nn3)CC2)nc(N2CCN(C(=O)[C@H](CCC(=O)O)n3cc(C(N)CC(C)C)nn3)CC2)n1 (stereo not given in full)	3%
102	Cn1c(=O)c2c(nc(NCc3ccccc3)n2Cc2ccc(F)cc2)n(C)c1=O	4%
103	c1ccc2c(-c3cn4ccccc4n3)c[nH]c2c1	-3%
104	c1ccc(Cc2ccc(OCCCNC3CCCC3)cc2)cc1	0%
105	COc1cccc(N2CCN(c3ncnc4c3[nH]c3ccccc34)CC2C)c1 (stereo not given)	-1%
106	C=CCOc1cccc(C2C(C(=O)c3ccc(C)o3)=C(O)C(=O)N2c2nnc(C)s2)c1 (stereo not given)	u
107	Cc1nc(C2CCC3C4CCC5=CC(=O)CC[C@]5(C)C4CC[C@]23C)cs1 (stereo not given in full)	0%
108	Nc1nc2n(n1)C1(CCCCC1)C1=C(CCCC1)N2	-1%
109	O=C(CSc1nnc(SCc2cccc3ccccc23)s1)N=Nc1c(O)[nH]c2ccccc12	0%
110	CC(=O)NC(Cc1ccccc1C)C(=O)NC1CCN(c2ncccc2[N+](=O)[O-])CC1 (stereo not given)	2%
111	Cn1c(=O)c2c3c(sc2n2c(SCc4ccc5c(c4)OCO5)nnc12)COC(C)(C)C3	2%
112	Cc1c(CC(=O)N[C@@H](CCCNC(N)=O)C(=O)O)c(=O)oc2cc3oc4c(c3cc12)CCCC4	-1%
113	C[C@H]1O[C@H](O[C@H]2[C@H](O)[C@@H](O)[C@@H](O[C@H]3[C@H](O)[C@@H](O)C(O)O[C@@H]3CO)O[C@@H]2CO)[C@H](O)[C@@H](O)[C@@H]1N[C@H]1C=C(CO)[C@@H](O)[C@H](O)[C@H]1O (stereo not given in full)	2%

Only part of the results is shown; count on the stated rates, not on these rows.
